Source: PubChem BioAssay (Broad Institute)
EWS-Fli inh: blocks EWS/Fli oncoprotein-driven transcription. A673 NR0B1-luciferase reporter, viability-normalised. inhibition, % at 12.6 µM. actives 0.67% (n = 350,000). AID 651661;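 active = mean inhibition of at least 50% after viability correction, with every replicate also passing that limit; inconclusive = mean reaches 50% but only one of two replicates passes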;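 note: firefly luciferase signal divided by Alamar Blue viability fluorescence both relative to DMSO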
FN deposit inh: fibronectin deposition inhibition; actives 0.086% (n = 350,000); inhibition, % at 12.6 µM; AH1F fibroblasts, Alexa488-fibronectin deposition fluorescence, overnight;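 active = mean inhibition across replicates of 30% or more, regardless of how many single replicates reach that level; inconclusive = mean under 30% yet at least half of replicates reach 30%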;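 note: positive control wells lacked labelled fibronectin entirely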
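Material: AH1F fibroblast monolayer depositing Alexa488-labelled fibronectin into matrix | Input: 10000 AH1F cells/well | Medium: DMEM plus 2% serum, read in PBS | Reagent: Alexa488-fibronectin, 24 nM final in well | Compound dosing: One dose per compound, pinned | Schedule: 1 h adhesion, overnight exposure | Measured by: Fluorescence at 485 nm excitation, 525 nm emission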
DENV2 CPE: inhibitors of DENV2 cytopathic effect; DENV2-infected cells, cytopathic effect rescue, plate reader; CPE inhibition, % at 9.99 µM; actives 1.7% (n = 350,000); AID 651640; in the data active = CPE inhibition above about 20%, passing the limit was not always enough; inconclusive = no clear call, values can overlap the other calls; tested in BHK-21 cells;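 note: 0% = median of neutral control wells and 100% = median of positive control wells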
PAX8 inh HTS: lowers PAX8-driven luciferase in RMG-I cells; inhibition, % at 12.6 µM; actives 1.2% (n = 360,000); RMG-I TPO-luciferase reporter, SteadyGlo, 24 h; AID 652154;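 active = mean replicate inhibition at least 60% with every replicate also reaching 60%; inconclusive = only one of the two criteria is met; inactive = mean below 60% and not all replicates reaching 60%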;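 note: luciferase light reporting Pax8 driven TPO promoter activity; plate controls were median of neutral control wells for no effect and mitoxantrone controls for full effect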
INS-1E GSIS act: GLuc luminescence reporter in INS-1E cells, primary screen for activators of glucose-dependent secretion of insulin | INS-1E GLuc reporter insulin secretion, 2-3 h | actives 0.61% (n = 370,000) | activation, % at 16.6 µM;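 active = lowest replicate activation of at least 40%, so every replicate reaches that level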;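 note: 0% = median of neutral control wells and 100% = median of IBMX positive control wells; some compounds called inactive have numbers as strong as hits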
F508del corr: correctors of CFTR F508del function in bronchial epithelial cells | CFBE cells, YFP halide quenching; stimulated with forskolin plus potentiator P3; % fluorescence drop versus neutral controls | activity (quench increase), % at 7.58 µM | actives 0.36% (n = 350,000);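 active = mean added fluorescence quench of at least 8% versus neutral control, with both replicates also reaching 8%; inconclusive = only one of the mean or replicate conditions met; inactive = mean below 8% and not both replicates reaching 8%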;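 note: cells transiently co-express mutant CFTR-F508del with the halide-sensitive YFP; corrector assay measuring rescue of mutant channel to the surface after 24 h compound exposure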
miR122 inh: miR-122 inhibition in Huh7 cells. Huh7 miR-122 Renilla luciferase sensor, 48 h; neutral wells = 0, positive control = 100. activation (reporter increase), % at 12.5 µM. actives 0.3% (n = 340,000). AID 602342;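 active = mean replicate activation score at least 90 and every replicate individually at or above 90; inconclusive = only one of the two criteria met; inactive = neither criterion met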;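 note: higher luciferase means less miR-122 activity so hits act as miR-122 inhibitors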
Starred values were filed as active, the others as inactive; u = inconclusive; x = no result given; & = joins results of further samples; ! = a repeat was not active; [ ] = dose if it differs, or a comment.

| smiles | EWS-Fli inh | FN deposit inh | DENV2 CPE | PAX8 inh HTS | INS-1E GSIS act | F508del corr | miR122 inh |
| --- | --- | --- | --- | --- | --- | --- | --- |
| Cc1cc(C)n(-c2ccc(C(=O)N3CCc4ccccc43)cc2)n1 | x | -1 | x | -91 | x | x | -4 |
| O=C1/C(=C/c2cccs2)CCC1C1CCCC1 (stereo not drawn) | -119 | 2 | 1 | -130 | 12 | 1.6 | 0 |
| Cc1nnc(SCc2ccc(Cl)c(Cl)c2)s1 | -24 | -6 | 3 | -1 | -5 | x | -26 |
| CC(Sc1nc2ccccc2c(=O)n1CC1CCCO1)C(=O)N(C)Cc1ccccc1 (stereo not drawn) | 4 | 18 | 0 | 20 | -35 | 0.1 | -2 |
| CC(C)OCC1CC(CC(=O)NC(=S)Nc2cccc([N+](=O)[O-])c2)C(=O)O1 (stereo not drawn) | 11 | x | 2 | x | -2 | 0.6 | 5 |
| N#Cc1ccc(CSc2nnc(-c3ccccn3)n2-c2ccc(Cl)cc2)cc1 | x | 10 | x | 20 | x | x | -11 |
| CNC[C@@H]1Oc2ncc(C#Cc3ccc(F)cc3)cc2C(=O)N([C@H](C)CO)C[C@@H]1C | -13 | 15 | 15 | x | -7 | 3.2 | 5[16.7 µM] |
| COc1ccc([N+](=O)[O-])cc1C(=O)Nc1ccc(OCC(=O)N2CCOCC2)cc1 | x | -2 | x | 1 | -13 | x | x |
| CCCCN(C(=O)c1sc2nc3n(c(=O)c2c1C)CCC3)c1c(N)n(CC(C)C)c(=O)[nH]c1=O | -2 | x | 2 | -1 | 13 | -1.3 | -2 |
| CCCc1c(-c2ccc(Cl)cc2)ncn1CCc1ccccc1OC | 14 | 15 | -5 | 16 | -22 | 4.3 | x |
| Cc1ccc(NCCCn2ccc(NC(=O)OCc3ccccc3)nc2=O)cc1C | 0 | -1 | 2 | 2 | x | -0.6 | 0 |
| CCOC(=O)N1CCN(C(=O)c2ccccc2N(Cc2ccccc2)S(=O)(=O)c2ccccc2)CC1 | 15 | 10 | u | -1 | -13 | -0.7 | x |
| O=C(COc1ccccc1)Nc1ncccn1 | x | 3 | x | x | 5 | x | -1 |
| Cc1ccc(CNC(=O)CN(C(=O)C2(C)CC(=O)N=C3C=CC=CN32)c2cccc(C)c2C)cc1 (stereo not drawn) | x | -10 | -5 | -40 | -6 | -1.2 | 3 |
| Cc1ccc(NC(=S)N=Nc2c(O)[nH]c3ccccc23)cc1 | 29 | 13 | -5 | 11 | 2 | 3.2 | x |

Next part
| smiles | EWS-Fli inh | FN deposit inh | DENV2 CPE | PAX8 inh HTS | INS-1E GSIS act | F508del corr | miR122 inh |
| --- | --- | --- | --- | --- | --- | --- | --- |
| COc1ccc(C(=O)Nc2cccc(/C=C(\CCC(=O)O)c3nc4ccccc4s3)c2)cc1 | -39 | -21 | -6 | -22 | -16 | -1.3 | 4 |
| Cc1cc(-c2ccc([N+](=O)[O-])cc2)cc(C)n1 | 0 | 6 | -3 | -3 | 17 | 1.9 | 1 |
| CCOC(=O)c1c(-c2ccccc2)nc2cc(C)ccn12 | x | -7 | x | -132 | x | x | -19 |
| O=[N+]([O-])c1ccc(O)c(/C=N/NC(=S)Nc2ccc(Cl)cc2Cl)c1 | 11 | 6 | -3 | 20 | x | -0.6 | -3 |
| O=C(O)c1ccc(Cl)c(NCc2ccncc2)c1 | 4 | 0 | 1 | -4 | 17 | -2.6 | -7 |
| CN1CCSc2ccc(C(=O)NCc3cccc(Br)c3)cc21 | -5 | 11 | -2 | -15 | x | 1.4 | 12 |
| Cc1noc(C)c1NC(=O)N(C)C[C@@H]1Oc2ccc(NS(=O)(=O)c3ccc(F)cc3)cc2CC(=O)N([C@@H](C)CO)C[C@@H]1C | -8 | x | 8 | x | 10 | -2.8 | -1[16.7 µM] |
| C[C@@H]1CN([C@@H](C)CO)C(=O)c2cc(NC(=O)Nc3ccccc3)ccc2O[C@H]1CN(C)C(=O)Nc1ccccc1 | 4 | x | 6 | -10 | 11 | 1.5 | -8[16.7 µM] |
| COc1ccc(S(=O)(=O)N2c3ccccc3OCC2c2ccccc2)cc1 (stereo not drawn) | x | -9 | x | 0 | x | x | 14 |
| O=C1OC(c2ccccc2)=NC12CC2c1ccc(Cl)cc1 (stereo not drawn) | 2 | x | 6 | 8 | -6 | x | 3 |
| CC(NC(=O)COC(=O)c1ccccc1F)C1CC2CCC1C2 (stereo not drawn) | -3 | 1 | -1 | 0 | 10 | -1.6 | -6 |
| CC(=O)NC(c1cccs1)c1cc(F)c2cccnc2c1O (stereo not drawn) | 13 | -15 | x | 30 | x | 0.0 | x |
| COc1ccccc1CN1C[C@@H]2N[C@H](C1)[C@@H]2c1ccc(-c2cccnc2)cc1 | 24 | 5 | 9 | 4 | 8 | 0.9 | x |
| O=C(CSc1ccccc1)N[C@@H](Cc1ccccc1)C(=O)O | -14 | 0 | -13 | -6 | 1 | -1.2 | -2 |
| CCN(c1ccccc1)S(=O)(=O)c1ccc(OC)c(NC(=O)C2=NN(c3ccccc3)C(=O)CC2)c1 | 12 | 8 | 4 | 51 | 1 | -2.3 | -1 |

(cont.)
| smiles | EWS-Fli inh | FN deposit inh | DENV2 CPE | PAX8 inh HTS | INS-1E GSIS act | F508del corr | miR122 inh |
| --- | --- | --- | --- | --- | --- | --- | --- |
| CCCCOC(=O)C1CN(c2ccccc2)N=C1C(C)=O (stereo not drawn) | -7 | -3 | u | 4 | 4 | -0.1 | x |
| COc1ccc(NC(=O)N[C@H]2C=C[C@H](CC(=O)NC3CCC3)O[C@H]2CO)cc1 | 2 | x | -6 | -2 | 11 | -0.6 | x |
| C[C@@H]1CN([C@H](C)CO)C(=O)c2cc(NC(=O)Cc3cn(C)c4ccccc34)ccc2O[C@H]1CN(C)S(=O)(=O)c1ccc(F)cc1 | 1&4 | -12 | 58*! | 8 | -49 | -3.1&3.6 | -2[16.7 µM] |
| COc1cccc(-c2ccc(NC(=O)C3CCCN(CCCn4nc(C)cc4C)C3)cc2)c1 (stereo not drawn) | x | -7 | -4 | -26 | -22 | -0.6 | -4 |
| CN(C)CC#Cc1ccc([C@@H]2[C@H](CO)N3CCCCN(C(=O)CN(C)C)C[C@@H]23)cc1 | 2 | x | -4 | -3 | 10 | 0.4 | 2[16.7 µM] |

Four of these compounds, set out differently:
O=C(CSc1ccccc1)N[C@@H](Cc1ccccc1)C(=O)O
  EWS-Fli inh = -14
  FN deposit inh = 0
  DENV2 CPE = -13
  PAX8 inh HTS = -6
  INS-1E GSIS act = 1
  F508del corr = -1.2
  miR122 inh = -2
CCN(c1ccccc1)S(=O)(=O)c1ccc(OC)c(NC(=O)C2=NN(c3ccccc3)C(=O)CC2)c1
  EWS-Fli inh = 12
  FN deposit inh = 8
  DENV2 CPE = 4
  PAX8 inh HTS = 51
  INS-1E GSIS act = 1
  F508del corr = -2.3
  miR122 inh = -1
CCCCOC(=O)C1CN(c2ccccc2)N=C1C(C)=O (stereo not drawn)
  EWS-Fli inh = -7
  FN deposit inh = -3
  DENV2 CPE = u
  PAX8 inh HTS = 4
  INS-1E GSIS act = 4
  F508del corr = -0.1
  miR122 inh = x
COc1ccc(NC(=O)N[C@H]2C=C[C@H](CC(=O)NC3CCC3)O[C@H]2CO)cc1
  EWS-Fli inh = 2
  FN deposit inh = x
  DENV2 CPE = -6
  PAX8 inh HTS = -2
  INS-1E GSIS act = 11
  F508del corr = -0.6
  miR122 inh = x
